GLS inhibitor = blocks human kidney-isoform glutaminase activity; O94925; GLS enzymatic activity, qHTS titration; Potency, µM (titrated, usually from 45.5 µM), for the others: at the highest dose activity change, negative = inhibition, hits mostly inhibitors; hit rate 0.21% among 410,000; also: % is scaled to controls: 0 for no effect and ±100 for the full control effect
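hKGA; 45 mM KH2PO4 pH 8.2 + 0.02% Tween-20; cpd via pin tool; 1 mM Gln soln; GluOx/HRP/Amplex Red; RT 30 min; fluor. t0 & final.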
RGS4 inhibitor = inhibitors of human regulator of G protein signaling 4; P49798; Transcreener GDP fluorescence polarization, RGS4-accelerated GTP hydrolysis; Potency, µM (doses to about 114 µM), inactives show at the top dose activity change, negative = inhibition, usual class: inhibitors; hit rate 0.039% among 390,000; also: % is scaled to controls: 0 for no effect and ±100 for the full control effect; nearly all actives have a fitted effect of over 75% in size; some results filed as inactive show a strong effect at the top dose
Target sequence (P49798 whole entry, looked up): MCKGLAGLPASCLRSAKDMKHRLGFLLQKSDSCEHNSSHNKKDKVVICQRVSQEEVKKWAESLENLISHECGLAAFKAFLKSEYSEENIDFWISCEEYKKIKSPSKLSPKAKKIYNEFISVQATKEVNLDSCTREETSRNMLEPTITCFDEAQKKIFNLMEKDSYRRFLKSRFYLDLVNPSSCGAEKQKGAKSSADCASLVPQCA
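MLSMR compounds (23 nl, pin-transferred) preincubated 10 min at room temperature with a 500nM (2x) first reagent, then RGS4 at 900nM (2x) plus Transcreener GDP mix added; fluorescence polarization (620/688 nm) read before and after 90 min at 30 °C.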
ERG Ets-DNA blk = blocks human ERG Ets domain binding to DNA. P11308. fluorescence polarization, His-ERG Ets domain / labelled DNA. Potency, µM (highest dose often 76.9 µM), inactives show at the highest dose FP activity, negative = inhibition, most hits filed as inhibitors. hit rate 0.028% among 370,000; active = well fitted inhibition curve with a large enough effect in the polarisation, with a control signal flat; inconclusive = small, poorly fitted or top-dose-only effect, or effect the other way, or a change in a side signal; inactive = no such curve, though single readings can be large or run the other way; the % refers to the polarisation;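 also: polarization taken with two DNA probes labelled with fluorescein and Texas red; % of control where 0% means no effect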
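His-tagged ERG Ets domain (1 uM in the protein solution; 300mM KCl, 50mM Tris-HCl, 1mM EDTA, 1mM DTT, pH 7.5) received compound, then a probe mix of 5 nM fluorescein-DNA and 100nM Texas-615-DNA. Fluorescence polarization was read for both dyes.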
rTrxR1 inhibitor = blocks rat thioredoxin reductase 1; Potency, µM (top dose mostly 114 µM), for the others: top-dose activity change, negative = inhibition, usual class: inhibitors; AID 588453; hit rate 1% among 390,000; recombinant rTrxR1, NADPH fluorescence consumption, selenite substrate; O89049; also: % is scaled to controls: 0 for no effect and ±100 for the full control effect; nearly all actives have a fitted effect of over 65% in size
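Rat TrxR1 (90 nM in the dispensed reagent) was pre-reduced with 400 uM NADPH for 5 min at room temperature, then incubated with compound for 15 min. After 400 uM selenite was added, NADPH fluorescence (Ex 340/Em 450 nm) was followed for 8 min.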
Pin1 inh = human Pin1 inhibition | Q13526 | Pin1 FP peptide displacement, HiFluor488, 10 min | Potency, µM (top dose mostly 115 µM), for inactives: at the highest dose activity, negative = inhibition, hits mostly inhibitors | hit rate 0.009% among 390,000; active = well fitted inhibition curve with a large enough effect in the polarisation, with a control signal flat, not every such curve was filed as active; inconclusive = small, poorly fitted or top-dose-only effect, or effect the other way, or a change in a side signal; inactive = no such curve, though single readings can be large or run the other way; the % refers to the polarisation; also: % is scaled to controls: 0 for no effect and ±100 for the full control effect
Tb PGK inh = inhibitors of T. brucei phosphoglycerate kinase; P07378; PGK/GAPDH coupled, Kinase-Glo luminescence, 60 min; Potency, µM (series often up to 57.5 µM), for the others: at the top dose activity change, negative = inhibition, usual class: inhibitors; hit rate 0.043% among 380,000; AID 602233; also: % is scaled to controls: 0 for no effect and ±100 for the full control effect; nearly all actives have a fitted effect of over 60% in size
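Luminescent ATP detection (Kinase-Glo Plus) follows a 60-minute room-temperature incubation, with wells lacking PGK as controls. Buffer: 100 mM TEA (pH 7.6), 5 mM MgCl2, 0.01% Tween-20. Coupling enzyme GAPDH (100 nM final) supplies unstable 1,3-BPG in-well.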
HP1b binding inh = HP1-beta chromodomain-methylated histone interaction inhibition | AlphaScreen HP1-beta / biotin-H3K9me3 peptide binding | Potency, µM (top dose mostly 114 µM), for inactives: at the top dose activity change, negative = inhibition, most hits filed as inhibitors | hit rate 0.56% among 390,000 | AID 540317; also: nearly all actives have a fitted effect of over 70% in size; inactives centre near 23
Target sequence (P83916 whole entry, looked up): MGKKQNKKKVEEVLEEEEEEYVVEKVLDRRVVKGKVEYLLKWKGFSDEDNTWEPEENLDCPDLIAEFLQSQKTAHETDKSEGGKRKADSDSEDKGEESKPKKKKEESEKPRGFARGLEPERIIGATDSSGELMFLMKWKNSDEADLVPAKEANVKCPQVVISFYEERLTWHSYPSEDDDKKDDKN
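AlphaScreen: HP1-beta (50 nM) preformed 30 min with biotin-H3(1-18)K9me3 peptide (50 nM) in PBS pH 7.4, 0.01% Tween-20. Compound added for 30 min at RT, then streptavidin donor/nickel chelate acceptor beads (10 ug/mL) for 30 min.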
JMJD2A Tudor = JMJD2A Tudor domain (human) inhibition; O75164; AlphaScreen JMJD2A-Tudor / H3K4me3 peptide binding; Potency, µM (titrated, usually from 114 µM), inactives show at the highest dose activity change, negative = inhibition, actives largely listed as inhibitors; hit rate 4.4% among 390,000; AID 504339; also: % is scaled to controls: 0 for no effect and ±100 for the full control effect; nearly all actives have a fitted effect of over 50% in size
ALOX12 inh = blocks human arachidonate 12S-lipoxygenase. P18054. purified 12hLO, xylenol orange hydroperoxide absorbance. Potency, µM (titrated, usually from 108 µM), for inactives: at the top dose activity change, negative = inhibition, usual class: inhibitors. hit rate 1.1% among 580,000. AID 1671190; also: % is scaled to controls: 0 for no effect and ±100 for the full control effect
Target sequence (P18054 whole entry, looked up): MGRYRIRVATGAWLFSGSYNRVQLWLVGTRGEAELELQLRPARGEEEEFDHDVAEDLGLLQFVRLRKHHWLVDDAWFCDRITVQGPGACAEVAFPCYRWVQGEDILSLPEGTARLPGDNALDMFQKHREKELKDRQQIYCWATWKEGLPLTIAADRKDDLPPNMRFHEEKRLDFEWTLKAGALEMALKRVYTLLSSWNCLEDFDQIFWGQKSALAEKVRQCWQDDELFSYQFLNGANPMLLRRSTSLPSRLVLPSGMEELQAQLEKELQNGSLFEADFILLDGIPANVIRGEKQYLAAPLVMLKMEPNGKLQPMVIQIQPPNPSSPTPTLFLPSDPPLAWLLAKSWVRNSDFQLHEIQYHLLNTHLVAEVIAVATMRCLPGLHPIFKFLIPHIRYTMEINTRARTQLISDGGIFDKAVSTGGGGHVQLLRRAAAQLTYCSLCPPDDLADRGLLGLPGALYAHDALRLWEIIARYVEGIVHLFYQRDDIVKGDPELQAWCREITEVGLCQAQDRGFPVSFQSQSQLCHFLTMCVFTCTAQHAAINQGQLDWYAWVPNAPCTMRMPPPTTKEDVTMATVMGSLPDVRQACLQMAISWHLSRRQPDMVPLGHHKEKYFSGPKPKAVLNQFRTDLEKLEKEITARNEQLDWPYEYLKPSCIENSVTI
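Purified human 12hLO at 150 nM in 25 mM Hepes, 0.01% Triton X-100, pH 7.0, preincubated 15 min at room temperature with compound. Reaction started with 40 uM arachidonic acid, 30 min at room temperature. Hydroperoxide measured by Fe-xylenol orange, 573/405 nm absorbance ratio.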
* marks the source's active call; other numbers are inactive results; [ ] = remark or other dose. Unless noted, calls follow the shape of the dose curve; as a rule, active = well fitted curve in the direction sought with a large enough effect; inconclusive = small, poorly fitted or top-dose-only effect, or another doubt; inactive = no such curve, though single readings can be large; an effect the other way counts as inactive or inconclusive. Potency is read from the fitted curve at half-maximal effect. The list is partial. The share of hits here may be higher or lower than overall.

How did Cc1nnc(SCC(=O)Nc2cccc(Cl)c2)n1CC1CCCO1 (configuration not stated) do in these assays?
GLS inhibitor: -3.4%; RGS4 inhibitor: -0.9%; ERG Ets-DNA blk: 10.1%; rTrxR1 inhibitor: 24.0%; Pin1 inh: -0.9%; Tb PGK inh: inactive; HP1b binding inh: 15.6%; JMJD2A Tudor: 1.4%; ALOX12 inh: -3.2%

What do the screens show for `COc1cccc(NC(=O)NC2(C(=O)N3CCN(C)CC3)CCCCC2)c1`?
GLS inhibitor: 0.1%; RGS4 inhibitor: -9.9%; ERG Ets-DNA blk: 0.7%; rTrxR1 inhibitor: 17.9%; Pin1 inh: -3.1%; Tb PGK inh: -5.0%; HP1b binding inh: 10.3%; JMJD2A Tudor: 5.0%; ALOX12 inh: -4.2%

What do the screens show for `COC(=O)c1cn(C(=O)c2cccc(Br)c2)c2ccccc12`?
GLS inhibitor: -2.0%; RGS4 inhibitor: -6.4%; ERG Ets-DNA blk: 16.4%; rTrxR1 inhibitor: 28.9%; Pin1 inh: -7.0%; Tb PGK inh: 0.0%; HP1b binding inh: 112.1%[activator]; JMJD2A Tudor: 54.5%[activator]; ALOX12 inh: inconclusive

How did CCOC(=O)C12CNC(=O)C(C(=O)OCC)(CNC1=O)C2 do in these assays?
GLS inhibitor: -4.1%; RGS4 inhibitor: -3.7%; ERG Ets-DNA blk: -3.4%; rTrxR1 inhibitor: 17.1%; Pin1 inh: -0.1%; Tb PGK inh: -1.8%; HP1b binding inh: 46.9%[activator]; JMJD2A Tudor: 5.2%; ALOX12 inh: 448.7%[activator]

How did CCOC(=O)C(=NCCCN(C)C)NNc1cc(C(F)(F)F)ccc1Cl do in these assays?
GLS inhibitor: 8.7%; RGS4 inhibitor: -5.2%; ERG Ets-DNA blk: 8.0%; rTrxR1 inhibitor: 8.6%; Pin1 inh: 0.8%; Tb PGK inh: -1.4%; HP1b binding inh: inconclusive; JMJD2A Tudor: 44.7µM*; ALOX12 inh: inconclusive

Results for CC(C)(C)OC(=O)N[C@H](Cc1ccccc1)C(=O)N1CCC(C(=O)O)CC1 ?
GLS inhibitor: -0.7%; RGS4 inhibitor: -4.4%; ERG Ets-DNA blk: -3.2%; rTrxR1 inhibitor: -12.1%; Pin1 inh: -0.2%; Tb PGK inh: -7.1%; HP1b binding inh: 40.7%[activator]; JMJD2A Tudor: -8.1%; ALOX12 inh: -23.7%

Results for COc1ccc(Cl)cc1-c1nc(SCC(=O)NC2CC2)n[nH]1 ?
GLS inhibitor: 0.0%; RGS4 inhibitor: inconclusive; ERG Ets-DNA blk: -6.8%; rTrxR1 inhibitor: -2.5%[57.1 µM]; Pin1 inh: -4.3%; Tb PGK inh: 9.6%; HP1b binding inh: -10.0%; JMJD2A Tudor: inconclusive; ALOX12 inh: -9.2%

What do the screens show for `Cc1cccc(C)c1NS(=O)(=O)c1ccc2c(c1)NC(=O)CO2`?
GLS inhibitor: -3.6%; RGS4 inhibitor: -5.2%; ERG Ets-DNA blk: 6.7%; rTrxR1 inhibitor: -16.3%; Pin1 inh: 2.6%; Tb PGK inh: inactive; HP1b binding inh: 10.9%; JMJD2A Tudor: -9.2%; ALOX12 inh: -11.3%

What do the screens show for `COc1ccc(OCC(=O)OCC(=O)N2C(C)CCCC2C)cc1` (configuration not stated)?
GLS inhibitor: -2.9%; RGS4 inhibitor: 8.4%; ERG Ets-DNA blk: -1.8%; rTrxR1 inhibitor: 5.9%; Pin1 inh: -1.7%; Tb PGK inh: -0.8%; HP1b binding inh: 0.6%; JMJD2A Tudor: -19.5%; ALOX12 inh: 108.5%[activator]

Results for Cc1ccccc1OCC(=O)N/N=C/c1cccc(Oc2ccc([N+](=O)[O-])cc2[N+](=O)[O-])c1 ?
GLS inhibitor: -10.7%; RGS4 inhibitor: 15.5%; ERG Ets-DNA blk: -11.9%; rTrxR1 inhibitor: -25.6%; Pin1 inh: -0.5%; Tb PGK inh: 2.6%; HP1b binding inh: 1.7%; JMJD2A Tudor: -27.5%; ALOX12 inh: 16.3%

What do the screens show for `COc1ccc(C(=O)N/N=C(\C)c2ccccn2)cc1OC`?
GLS inhibitor: -15.1%; RGS4 inhibitor: 0.3%; ERG Ets-DNA blk: -1.7%; rTrxR1 inhibitor: 19.2%; Pin1 inh: -1.4%; Tb PGK inh: 7.9%; HP1b binding inh: 40.6%[activator]; JMJD2A Tudor: 22.4µM*; ALOX12 inh: inactive

What do the screens show for `CSc1ccccc1NC(=O)Cn1c(-c2cscn2)nc2ccccc21`?
GLS inhibitor: -1.8%; RGS4 inhibitor: -17.7%; ERG Ets-DNA blk: 1.8%; rTrxR1 inhibitor: 23.7%; Pin1 inh: 2.4%; Tb PGK inh: -0.2%; HP1b binding inh: 15.5%; JMJD2A Tudor: -32.8%; ALOX12 inh: 2.5%

Results for CCN(c1c(C)n(C)n(-c2ccccc2)c1=O)S(C)(=O)=O ?
GLS inhibitor: 2.2%; RGS4 inhibitor: -49.9%; ERG Ets-DNA blk: 1.9%; rTrxR1 inhibitor: 0.7%; Pin1 inh: -0.9%; Tb PGK inh: -7.1%; HP1b binding inh: -0.6%; JMJD2A Tudor: inconclusive; ALOX12 inh: 0.0%

How did Nc1c(N(Cc2ccco2)C(=O)c2ccc(Br)cc2)c(=O)[nH]c(=O)n1Cc1ccccc1 do in these assays?
GLS inhibitor: 5.4%; RGS4 inhibitor: -6.6%; ERG Ets-DNA blk: 0.3%; rTrxR1 inhibitor: -0.5%; Pin1 inh: 3.4%; Tb PGK inh: -1.6%; HP1b binding inh: 21.4%; JMJD2A Tudor: -17.1%; ALOX12 inh: 28.2µM*

How did CC(C)CCN1C(=O)CCC1(C)C(=O)NC1CCCCCC1 (configuration not stated) do in these assays?
GLS inhibitor: -1.5%; RGS4 inhibitor: 30.8%; ERG Ets-DNA blk: -0.5%; rTrxR1 inhibitor: 21.9%; Pin1 inh: -9.4%; Tb PGK inh: 1.2%; HP1b binding inh: 21.8%; JMJD2A Tudor: -12.0%; ALOX12 inh: 9.0%

Results for Cc1c(C2(O)CCCCC2)[nH]c2ccc(C(F)(F)F)cc12 ?
GLS inhibitor: -1.8%; RGS4 inhibitor: -12.3%; ERG Ets-DNA blk: 13.5%; rTrxR1 inhibitor: -2.6%; Pin1 inh: 0.0%; Tb PGK inh: -1.7%; HP1b binding inh: 17.5%; JMJD2A Tudor: -31.0%; ALOX12 inh: inconclusive

How did Fc1cccc(Cl)c1CSc1nnc(-c2ccncc2)o1 do in these assays?
GLS inhibitor: 0.2%; RGS4 inhibitor: 42.1%; ERG Ets-DNA blk: 1.2%; rTrxR1 inhibitor: 29.6%; Pin1 inh: 8.3%; Tb PGK inh: -3.5%; HP1b binding inh: 21.6%; JMJD2A Tudor: 0.7%; ALOX12 inh: 23.5%

What do the screens show for `CC(C)Cc1nnc(NC(=O)CCC(=O)N2CCN(c3ccc(F)cc3)CC2)s1`?
GLS inhibitor: 27.5%; RGS4 inhibitor: 17.0%; ERG Ets-DNA blk: 3.6%; rTrxR1 inhibitor: 6.7%; Pin1 inh: 2.0%; Tb PGK inh: -6.6%; HP1b binding inh: 19.6%; JMJD2A Tudor: -22.2%; ALOX12 inh: 8.1%

Results for C[C@H](CO)N1C[C@H](C)[C@@H](CN(C)C(=O)Nc2ccccc2)Oc2c(NC(=O)Cc3ccccc3)cccc2C1=O ?
GLS inhibitor: -3.1%; RGS4 inhibitor: -4.8%; ERG Ets-DNA blk: 0.3%; rTrxR1 inhibitor: 20.8%; Pin1 inh: -3.1%; Tb PGK inh: -11.9%; HP1b binding inh: 15.9%; JMJD2A Tudor: -22.7%; ALOX12 inh: 0.5%

Results for Cc1ccc(C)c(NC(=O)N2CC=C(c3c[nH]c4ccccc34)CC2)c1 ?
GLS inhibitor: inconclusive; RGS4 inhibitor: 26.0%; ERG Ets-DNA blk: -1.1%; rTrxR1 inhibitor: 10.5%; Pin1 inh: inconclusive; Tb PGK inh: -10.1%; HP1b binding inh: -27.0%; JMJD2A Tudor: inconclusive; ALOX12 inh: -6.4%

How did CCOc1cc(C(=O)N(C)CC(=O)Nc2cccc3ccccc23)ccc1OC do in these assays?
GLS inhibitor: 0.0%; RGS4 inhibitor: 3.0%; ERG Ets-DNA blk: 2.1%; rTrxR1 inhibitor: 16.3%; Pin1 inh: 1.8%; Tb PGK inh: -6.6%; HP1b binding inh: 26.6%; JMJD2A Tudor: -14.7%; ALOX12 inh: inconclusive

Results for O=C(COC(=O)Cc1ccccc1F)NCCc1ccccc1 ?
GLS inhibitor: -0.4%; RGS4 inhibitor: 13.7%; ERG Ets-DNA blk: -1.2%; rTrxR1 inhibitor: 17.3%; Pin1 inh: 2.8%; Tb PGK inh: inactive; HP1b binding inh: 28.2%; JMJD2A Tudor: -3.4%; ALOX12 inh: -0.6%
